Cav32 inh: blocks human Cav3.2 T-type calcium channel; O95180; Cav3.2-expressing cells, Fluo-4 calcium fluorescence FDSS; stronger effect = lower value; B-score at 10 µM; actives 4% (n = 100,000); AID 449739;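 active = single-dose well whose peak fluorescence ratio is a statistical outlier from its plate by either plate-standardised score or position-corrected B-score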
Starred values were filed as active, the others as inactive. A portion of the library; the hit share may differ from the screen's.

SMILES	Cav32 inh
O=C1CCCc2c1nc(-c1ccccc1)n2O	0.441
O=c1oc2ccccc2n1CCn1c2ccccc2c2nc3ccccc3nc21	1.21
CC(C)(C)OC(=O)N1CCC(C(=O)O)CC1	-0.0938
Cc1cc(Cl)ccc1OCC(=O)N1CCCCC1	-0.0939
CCOc1ccc(-c2nnc3sc(COc4ccccc4)nn23)cc1	0.583
Cc1nnc(N2CCOCC2)c2ccccc12	0.372
CCOc1ccc(NC(=O)CN2CCN(CC(=O)Nc3ccc4c(c3)OCCO4)CC2)cc1	1.91
O=C1c2ccccc2C(=O)N1CC(O)CN1CCOCC1 (stereo not given)	0.888
CCCCC1CC(CSc2ncn[nH]2)OC1=O (stereo not given)	0.724
CCc1c(C)nc2ncnn2c1N1CCC(C(=O)N2CCN(c3ccc(F)cc3)CC2)CC1	1.09
Nc1c(S(=O)(=O)c2ccccc2)c2nc3ccccc3nc2n1Cc1ccco1	-2.31
CN(C)/C=N/c1c(C#N)cnn1-c1ccccc1	0.411
Cc1cc2nc(-c3cccc(NC(=O)c4ccc(Br)o4)c3C)oc2cc1C	-1.38
CCOC(=O)N1CCN(C(=O)c2ccc3c(=O)n(Cc4ccccc4)c(=S)[nH]c3c2)CC1	-2.76
CCc1c(C)nc2c(C#N)c(C)[nH]n2c1=O	-0.0207
COc1cc2c(cc1O)C(SC)=NC(C)(C)C2	0.824
CCOc1ccc(NC(=O)CN2C(=O)C3CCCN3C2=O)cc1 (stereo not given)	-1.01
COC(=O)c1ccc(NC(=O)Nc2ccc(F)cc2)cc1	-2.95
CC(C)C[C@H]1COCCS(=O)(=O)N1Cc1cccc(Cl)c1	-0.184
Cc1cc(C(=O)N(C)C)sc1-c1ccccc1	0.142
CCCCCn1c(=O)c(F)cn(Cc2ccc(OC)c([N+](=O)[O-])c2)c1=O	-1.53
CC1CN(C(=O)c2cnn3c(C(F)F)cc(-c4ccccc4)nc23)CC(C)O1 (stereo not given)	0.1
CCOc1ccc(N(CC(=O)NC2CCCC2)C(=O)CCCC(=O)Nc2ccccn2)cc1	0.717
O=C(Nc1ccc2c(c1)nc1n2CCOC1)C1CCCCC1	0.131
CCN(CC)S(=O)(=O)c1ccc(NC(=O)c2ccccn2)cc1	0.764
CC1(NC(=O)COc2ccccc2-c2ccccc2)CCS(=O)(=O)C1 (stereo not given)	-0.245
COc1ccc(/C=C/C(=O)NCCn2c(C)cc3ccccc32)cc1OC	-0.0925
CCOC(=O)N1CCC(=C(C#N)C(=O)Nc2cc(OC)ccc2OC)CC1	1.54
CCC(=O)c1cc2c(cc1NC(=O)c1ccccc1)OCCO2	0.681
Cc1ccc2nc(NC(=O)COC(=O)c3ccco3)sc2c1	-0.423
O=C(Nc1nccs1)C1CCCN1S(=O)(=O)c1ccc(Cl)cc1 (stereo not given)	0.207
Cc1ccsc1/C=N/n1cnc2sc(C)c(C)c2c1=O	-1.99
CCS(=O)(=O)N1CCC(C(=O)N2CCN(c3ccccc3)CC2)CC1	0.207
CCn1c(SCC(=O)c2ccc(O)c(O)c2)nnc1-c1ccccc1OC	1.13
CC(C)CCn1c(SCC#N)nc2c(sc3ccccc32)c1=O	0.654
Cc1nccc2[nH]c(=O)c(C(=O)NCCCN(C)C3CCCCC3)cc12	0.107
COC(=O)C(NNc1ccccc1)(NC(=O)c1cccc(F)c1)C(F)(F)F (stereo not given)	-0.703
CCCCn1c(=O)c(-[n+]2ccccc2)c([O-])c2ccccc21	0.61
CCOC(=O)C1C(=O)C=C(c2ccc(NS(C)(=O)=O)cc2)CC1c1ccco1 (stereo not given)	0.782
CN(C)c1nc(N/N=C\c2ccc(Cl)c([N+](=O)[O-])c2)nc(Nc2ccc(F)cc2)n1	-1.27
O=c1c2ccccc2nc2n1CC/C2=C\c1ccccc1[N+](=O)[O-]	0.144
O=c1[nH]c(=O)n([C@H]2C[C@H](O)[C@@H](CO)O2)cc1C(F)(F)F	0.685
CCCC(NC(=O)c1ccccc1)c1nc2ccccc2n1Cc1ccc(C(=O)OC)o1 (stereo not given)	0.0308
Cc1cccc(OCc2n[nH]c(=S)n2C2CCCCC2)c1	-1.86
Cc1ccc(NC2c3ncccc3C(=O)N2Cc2ccc(F)cc2)cc1 (stereo not given)	-1.08
O=C(NC1CCCCC1)C1CCN(S(=O)(=O)c2cccc3cccnc23)CC1	0.133
CCCCCCN(C(=O)CCCCCN1C(=O)NC(c2ccc(-c3ccccc3)cc2)C(C(=O)OCc2ccccc2)=C1C)C(C(=O)NCCCC)c1ccccn1 (stereo not given)	-2.29
CN=C1S/C(=C\c2cn(C(C)=O)nc2-c2ccccc2)C(=O)N1C	-0.498
CN(CC(=O)Nn1cnnc1)S(=O)(=O)c1cc(Cl)ccc1Cl	0.0132
O=C1Nc2ccccc2N(O)N1c1cc(-c2ccccc2Cl)no1	-0.855
(list continues)
SMILES	Cav32 inh
CC(=O)N(C)C1=C(O)c2ccccc2C(=O)C1=O	-0.968
CCn1cc(/C=N\NC(=O)c2ccc3c(c2)c(C)c(C)n3Cc2ccccc2)c(C)n1	-6.59*
Cc1cc(OC(=O)c2c(Cl)cccc2Cl)nc(C)n1	-0.0486
Cc1cc(NS(=O)(=O)c2ccc(NC(=O)c3cc(-c4cccnc4)nc4ccc(Cl)cc34)cc2)no1	-0.172
COc1cccc(-c2csc(N3CCN(Cc4ccccc4)CC3)n2)c1	-0.0417
NC(=O)C(CC(=O)O)NC(=O)[C@@H]1CCCNc2c(I)cc([N+](=O)[O-])cc2C(=O)N[C@@H](CO)C(=O)N[C@@H](Cc2ccc(O)cc2)C(=O)N1 (stereo not given in full)	-1.48
COCc1cc(Sc2c(Cl)cccc2Cl)nc(-c2ccccc2)n1	-1.52
COc1cc(/C=C2/C(=O)ON=C2C)ccc1OCc1ccccc1F	-1.82
Cn1c(=O)[nH]c(=O)c2c1nc(OC(=O)c1ccccc1)n2CC(O)COc1ccc(F)cc1 (stereo not given)	0.242
O=C(OC(C(=O)NCC1CCCO1)c1ccccc1F)c1ccco1 (stereo not given)	0.0603
O=C(O)CCN(CCC(=O)O)S(=O)(=O)c1ccccc1	0.0124
COC(=O)COc1nc(C)c(Br)c(OC)n1	0.192
CCOC(=O)c1c(NC(=O)CN(CC)CC)sc2c1CCC2	-1.3
CC(=O)c1cccc(NC(=O)CN(c2ccc(C)cc2)S(=O)(=O)c2cccc3nonc23)c1	-1.52
COc1ccccc1/C=C/C(=O)NCC(=O)N/N=C/c1cc(Br)ccc1OC	-9.34*
CCCn1c(C)cc(/C=C(\C#N)C(=O)OCC(=O)NC(=O)NC(C)(C)C)c1C	0.00143
CCCCOCCCNC(=O)c1ccc(OCC)cc1	0.829
O=c1c2ccccc2nc(SCc2cn3ccsc3n2)n1-c1ccccc1F	-1.61
O=C(CN(C1CC1)S(=O)(=O)c1ccc(S(=O)(=O)N2CCCCCC2)cc1)Nc1ccccc1	-0.624
O=C(C1CCN(S(=O)(=O)c2cccnc2)CC1)N1CCN(c2cccc(Cl)c2)CC1	-0.229
CC1CCCCN1C(=O)Cn1c(=O)n(CCC(=O)NCc2ccco2)c(=O)c2sccc21 (stereo not given)	1.38
COc1cccc(OC)c1C(=O)N1CCN(c2ccccn2)CC1	-0.68
COc1ccccc1NC(=O)CSc1nc(O)c(Cc2ccccc2)c(=O)[nH]1	0.258
N#CC1(C#N)COC23CCCCC2C1(C#N)C(=N)O3 (stereo not given)	1.5
Cc1cccc(NC(=O)C2(c3ccc([N+](=O)[O-])cc3)CCCC2)c1	-5.48*
Cc1cc(OCCOc2cccc3cccnc23)c(C)cc1Cl	0.566
CCCOC(=O)NC(CC)COC(=O)Nc1cc(C)ccc1C (stereo not given)	-0.858
CCOC(=O)c1c(C)oc2ccc(NS(=O)(=O)c3ccc4c5c(cccc35)C(=O)N4)cc12	-1.46
Cc1ccc(NCc2nnc(SCC(=O)c3ccccc3)n2Cc2ccco2)c(C)c1	-4.22
C/C=C/c1cc(OC)c2c(c1)[C@H](C)[C@@H](c1ccc(O)c(OC)c1)O2	-0.0788
Cc1nc2ccc(NS(=O)(=O)c3c(C)c(C)cc(C)c3C)cc2s1	-1.95
Cc1cc(C)c(NC(=O)C2CCCN2C(=O)NC2CCCCC2)c(C)c1 (stereo not given)	0.877
CCOc1c2ccc(C(=O)NC3CCCc4ccccc43)cc2nn1C (stereo not given)	0.338
CCOC(=O)CN1CC23C=CC(O2)C(C(=O)N2CCN(c4ccc(F)cc4)CC2)C3C1=O (stereo not given)	0.929
O=C(Cn1cc2c(n1)CCCCC2)N1CCc2ccccc2C1	0.466
CCOc1ccc2c(c1)OC1(CCC(C)C1)CC2=O (stereo not given)	0.755
Cc1cccc(C)c1NC1=NC(=S)N(c2ccccc2)C12CCOC(C)(C)C2 (stereo not given)	-0.84
Cc1cccc2c1N(CCCOc1ccc(C(C)(C)C)cc1)C(=O)C2=O	-0.0492
CCOC(=O)CC(=O)CSc1nc(N)c(C#N)c(-c2ccc(F)cc2)c1C#N	-0.301
COc1ccc(NC(=O)Nc2ccc(OCC(=O)N3CCOCC3)cc2)cc1OC	0.461
CC1Oc2ccccc2N(Cc2ccccc2F)C1=O (stereo not given)	-1.94
CCCN(CCc1ccccc1)C1CCc2c(O)cccc2C1 (stereo not given)	-0.474
COc1ccc(Oc2ccccc2/C=C/C(=O)O)cc1	-0.258
COc1ccc(F)cc1S(=O)(=O)N1CCCN(S(=O)(=O)c2cc(F)ccc2OC)CC1	-2.71
COC(=O)[C@@H](NC(=O)NCc1cccs1)C(C)C	1.39
CC(=O)Nc1c(C(=O)N2CCCCCC2)cnn1-c1ccccc1	0.616
Cc1ccccc1-c1nc(CS(=O)(=O)CC(=O)N2CCc3ccccc3C2)c(C)o1	-4.63*
CCS(=O)(=O)CCSc1nc2c(cc1C#N)CCCC2	-0.983
Cc1ccc(NC(=O)Cn2nc([N+](=O)[O-])c(Br)c2C)cc1C	0.189
CC1Cn2c(nnc2-c2ccccc2O)S1 (stereo not given)	0.159
(list continues)
SMILES	Cav32 inh
CCOC(=O)c1cccnc1SC(CC)C(=O)NCc1ccco1 (stereo not given)	-0.353
O=C(CSC1=NCCN1)NC1CCCCCC1	-0.161
Cc1ccccc1NS(=O)(=O)c1cc(C(=O)NCCSC2CCCCC2)ccc1C	-4.45*
COc1cc(/C=N/N2CCN(C3c4ccccc4-c4ccccc43)CC2)ccc1O	1.07
O=C(NCC1CCCO1)c1ccc(Cl)c(F)c1F (stereo not given)	-0.494
O=C(CCN1C(=O)c2ccccc2C1=O)Nc1ccccc1C(=O)N1CCOCC1	0.704
O=c1c(Cc2ccc(F)cc2)c(O)ccn1C1CCCCC1	0.286
S=C(NCCSCc1c(Cl)cccc1Cl)Nc1ccccc1	-5.77*
CN(C[C@@H](Cc1cccc2ccccc12)N(C[C@H](Cc1ccccc1)N(CCc1ccccc1)N=O)N=O)N=O	-0.993
COC(=O)CC1=Nc2ccccc2NC(=O)C1	-0.35
Cc1nc(SC2CC(=O)N(c3ccc([N+](=O)[O-])cc3)C2=O)nc2c1CCCC2 (stereo not given)	-1.6
CCCCNc1nc2c(c(=O)n(C)c(=O)n2C)n1Cc1cccc(OC)c1	-2.92
COc1ccc(CN(C(=O)CSc2nnc(-c3ccc(F)cc3)o2)c2ccc(F)cc2)cc1	-6.52*
CCN(CC)S(=O)(=O)c1cccc(C(=O)OCC(=O)c2ccc3c(c2)NC(=O)CO3)c1	-1.32
CCN(CC)c1ccc2cc(-c3nnc(-c4ccccc4)o3)c(=O)oc2c1	-10.9*
Cc1cc(C(=O)Nc2nc3c(C)cccc3s2)c(C)o1	-0.887
O=C(NCc1ccco1)c1cc2cc3ccc(Cl)cc3nc2o1	-0.201
CC12CCC(=O)N1C(C(=O)O)Cc1c2[nH]c2ccccc12 (stereo not given)	-2.44
O=C(Nc1ccc(-c2nc3ncccc3o2)cc1)c1ccc(Br)o1	0.0267
CCn1c(O)c(C=NC2CCCC2)sc1=S	0.51
COc1ccc(S(=O)(=O)NCCC(C)C)cc1OC	0.0682
COC(=O)C(/C=N/OCc1ccc([N+](=O)[O-])cc1)NC(=O)c1cccc(Cl)c1 (stereo not given)	-1.72
Cc1cc(=S)cc(C)n1CCCn1ccnc1	-1.71
CC(=O)Nc1cccc(NC(=O)CSc2ccc(C(F)(F)F)cc2[N+](=O)[O-])c1	-0.2
CCOc1ccc(C(=O)CCc2nc3ccccc3s2)cc1	-3.49
CC1=C(C(=O)Nc2ccccc2C)C(c2ccccc2)NC(=O)N1 (stereo not given)	0.0158
COC(=O)CC(N)c1ccc(OC)c2ccccc12 (stereo not given)	0.679
CC(C)Cc1nc2oc3c(Cl)ncnc3c2c2c1CCC2	0.118
N#CC(C#N)=Cc1cn(-c2ncc(C(F)(F)F)cc2Cl)c2ccccc12	0.442

Among those listed so far, these have a furan ring, fused or not.
SMILES	Cav32 inh
Nc1c(S(=O)(=O)c2ccccc2)c2nc3ccccc3nc2n1Cc1ccco1	-2.31
Cc1cc2nc(-c3cccc(NC(=O)c4ccc(Br)o4)c3C)oc2cc1C	-1.38
Cc1ccc2nc(NC(=O)COC(=O)c3ccco3)sc2c1	-0.423
CCOC(=O)C1C(=O)C=C(c2ccc(NS(C)(=O)=O)cc2)CC1c1ccco1 (stereo not given)	0.782
CCCC(NC(=O)c1ccccc1)c1nc2ccccc2n1Cc1ccc(C(=O)OC)o1 (stereo not given)	0.0308
O=C(OC(C(=O)NCC1CCCO1)c1ccccc1F)c1ccco1 (stereo not given)	0.0603
CC1CCCCN1C(=O)Cn1c(=O)n(CCC(=O)NCc2ccco2)c(=O)c2sccc21 (stereo not given)	1.38
CCOC(=O)c1c(C)oc2ccc(NS(=O)(=O)c3ccc4c5c(cccc35)C(=O)N4)cc12	-1.46
Cc1ccc(NCc2nnc(SCC(=O)c3ccccc3)n2Cc2ccco2)c(C)c1	-4.22
CCOC(=O)c1cccnc1SC(CC)C(=O)NCc1ccco1 (stereo not given)	-0.353
Cc1cc(C(=O)Nc2nc3c(C)cccc3s2)c(C)o1	-0.887
O=C(NCc1ccco1)c1cc2cc3ccc(Cl)cc3nc2o1	-0.201
O=C(Nc1ccc(-c2nc3ncccc3o2)cc1)c1ccc(Br)o1	0.0267
CC(C)Cc1nc2oc3c(Cl)ncnc3c2c2c1CCC2	0.118
